CSN inh: CSN deneddylation inhibition. Q92905. Purified CSN, SCF-Nedd8-OG deneddylation, fluorescence polarization. inhibition, % at 12.5 µM. 360,000 compounds, 0.38% hits. AID 651999;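 active = pattern-corrected inhibition above about 35%, with an unprinted fluorescence ratio check between 0.5 and 1.5, limit read from the data, passing the limit was not always enough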;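 also: 0% = enzyme with substrate and 100% = substrate without enzyme; some results filed as inactive read as strong as hits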
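Detection – fluorescence polarization · System – HEK293T-derived human Csn5 enzyme · Controls – substrate-only high control, full reaction low control · Timing – 90 min, room temperature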
DNMT1 inh: DNMT1 (human) enzyme inhibition. P26358. DNMT1 molecular beacon, Hinp1I cleavage, fluorescence. inhibition (reported as % activation of signal), % at 10 µM. 360,000 compounds, 0.83% hits. AID 588458; in the data active = inhibition above about 50%
Scp1 inh: Scp-1 (human) phosphatase inhibition; Q9GZU7; Recombinant Scp1, phosphopeptide, malachite green phosphate absorbance; inhibition, % at 20 µM; 340,000 compounds, 0.88% hits;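 active = inhibition above about 50% at 20 µM, limit read from the data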;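 also: plate controls were DMSO wells with enzyme for no effect and wells lacking enzyme for full effect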
Target sequence (Q9GZU7 76-261 limits assumed): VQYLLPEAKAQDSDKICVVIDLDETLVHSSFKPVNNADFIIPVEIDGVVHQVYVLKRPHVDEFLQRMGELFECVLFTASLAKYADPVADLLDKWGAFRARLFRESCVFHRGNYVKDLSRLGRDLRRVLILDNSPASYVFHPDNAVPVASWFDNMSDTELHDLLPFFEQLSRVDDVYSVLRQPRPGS
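Material – SCP-1 phosphatase catalytic domain, residues 76-261 · Buffer or medium – Acidic Tris acetate buffer with magnesium and detergent · Also added – Phospho 17-mer peptide substrate · Compound – single 20 µM dose, 1% DMSO · Times – 45 min room-temperature reaction, 5 min colour, 30 min stabiliser · Technique – Phosphate-binding colour reagent, absorbance read at 630 nm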
Tb MetRS inh: blocks T. brucei methionyl-tRNA synthetase activity; purified T. brucei MetRS, ATP depletion, Kinase-Glo luminescence; inhibition, % at 11.9 µM; 360,000 compounds, 0.4% hits; AID 624268;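 active = inhibition above a per-plate cutoff of the control wells' mean inhibition plus 3 SD, cut at about 5.5% in these data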;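 also: 0% = DMSO wells median and 100% = median of wells with control inhibitor compound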
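assay system = parasite MetRS enzyme | timing = 15 min preincubation, 2 h reaction, all 25 °C | evaluation = percent inhibition relative to median high and low control wells | medium = HEPES buffer containing pyrophosphatase, BSA, spermine, DTT | compound = single dose, 11.9 µM final nominal, 0.9% final DMSO | detection = Kinase-Glo luminescence, ATP depletion format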
MsrA inh: bovine MsrA inhibition | 360,000 compounds, 0.75% hits | inhibition, % at 15.5 µM | purified bovine MsrA, absorbance read-out | AID 651718; in the data active = inhibition above about 4.5%;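 also: 0% = vehicle wells with enzyme and 100% = reference inhibitor wells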
NadD inh: inhibitors of Staphylococcus aureus NadD. inhibition, % at 20 µM. purified NadD enzyme, colorimetric absorbance read-out. AID 602399. 360,000 compounds, 0.78% hits; in the data active = inhibition above about 26%; also: some compounds past the cut are filed as inactive
Rpn11 block: inhibitors of human proteasome Rpn11; 360,000 compounds, 0.59% hits; human 26S proteasome, Ub4-pepOG fluorescence polarization; 20S core pre-blocked with epoxomicin; O00487; calls only at 20 µM;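 active = inhibition at 20 µM, scaled to each plate's controls, above about 33%, limit read from the data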
STEP block: STEP (human) phosphatase inhibition; AID 588621; inhibition, % at 20 µM; 360,000 compounds, 0.25% hits; recombinant STEP, OMFP fluorogenic substrate, fluorescence;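 active = inhibition at 20 µM, scaled per plate between control wells, above about 37%, limit read from the data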;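 also: 0% = DMSO with enzyme and substrate and 100% = substrate only without enzyme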
Target sequence (P54829 whole entry, looked up): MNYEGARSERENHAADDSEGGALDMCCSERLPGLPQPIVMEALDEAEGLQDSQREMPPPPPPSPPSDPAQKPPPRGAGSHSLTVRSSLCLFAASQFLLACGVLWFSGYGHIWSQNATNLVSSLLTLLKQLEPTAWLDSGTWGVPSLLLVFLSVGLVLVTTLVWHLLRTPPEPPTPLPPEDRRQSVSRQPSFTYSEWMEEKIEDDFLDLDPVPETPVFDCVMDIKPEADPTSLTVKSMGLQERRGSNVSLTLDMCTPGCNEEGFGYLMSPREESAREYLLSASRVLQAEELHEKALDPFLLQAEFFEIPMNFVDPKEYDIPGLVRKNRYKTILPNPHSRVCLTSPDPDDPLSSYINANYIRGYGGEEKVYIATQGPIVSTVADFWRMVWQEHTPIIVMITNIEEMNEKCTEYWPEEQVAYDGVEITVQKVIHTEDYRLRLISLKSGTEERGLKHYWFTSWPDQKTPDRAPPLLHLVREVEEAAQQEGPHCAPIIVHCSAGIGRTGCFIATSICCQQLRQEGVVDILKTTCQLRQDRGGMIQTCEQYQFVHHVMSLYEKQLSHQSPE
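System: isolated STEP enzyme; schedule: 20 min enzyme reaction at room temperature, protected from light; medium: Bis-Tris buffer pH 6.0, 2.5 mM DTT, 0.005% Tween 20; signal: fluorescence, 480/540 nm; dosing: single compound dose of 20 µM, 1% DMSO final; also added: OMFP substrate, 25 µM final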
SUMO1 PPI mod: SUMO1-SIM interaction modulation; 360,000 compounds, 0.33% hits; P63165; SUMO1 binding to a labelled peptide, TR-FRET, 1 h; inhibition, % at 20 µM; in the data active = inhibition above about 37%
Target sequence (P63165 whole entry, looked up): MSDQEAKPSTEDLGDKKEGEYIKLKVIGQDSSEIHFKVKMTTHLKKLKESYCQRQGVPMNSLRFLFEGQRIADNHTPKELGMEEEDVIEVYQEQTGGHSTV
LMPTP inh: blocks human LMPTP phosphatase; recombinant LMPTP-A, OMFP fluorogenic substrate, fluorescence intensity; inhibition, % at 20 µM; 360,000 compounds, 0.22% hits; AID 651560;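 active = compounds that cut the enzyme signal by at least half of the control window in the single-dose screen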;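 also: plate controls were DMSO wells with enzyme plus substrate for no effect and substrate without enzyme for full effect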
Target sequence (P24666 whole entry, looked up): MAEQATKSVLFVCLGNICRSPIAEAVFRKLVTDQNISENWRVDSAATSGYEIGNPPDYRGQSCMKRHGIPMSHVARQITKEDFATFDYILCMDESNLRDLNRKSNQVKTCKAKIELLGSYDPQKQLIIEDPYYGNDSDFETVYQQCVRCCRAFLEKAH
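test system = LMPTP-A | amount = 0.625 nM LMPTP-A final | reagent = fluorogenic phosphatase substrate OMFP at 400 µM final | incubation = 50 min at room temperature | benchmarks = no-enzyme low control, uninhibited high control | medium = Bis-Tris pH 6.0, DTT, detergent | signal = fluorescence intensity of OMFP turnover product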
The depositor's hits bear a star; i = inactive; . = no result given; + = active, no number.

SMILES	CSN inh	DNMT1 inh	Scp1 inh	Tb MetRS inh	MsrA inh	NadD inh	Rpn11 block	STEP block	SUMO1 PPI mod	LMPTP inh
Cc1ccc2c(cnn2C(=O)CCCC(=O)NC(C)c2ccccc2)c1 (centres undefined)	1	-1	-14	-0.3	-0.1	-2	i	6	3	-0.8
CNC(=O)C1(C)CCN1C(=O)Cc1ccc(C(C)C)cc1 (centres undefined)	1	11	.	0.5	0.1	-2	i	-3	8	-1.5
COc1ccc(NC(=O)c2ccc(OCC3CCCO3)cc2)cc1Cl (centres undefined)	-1	-4	-5	-0.3	1.0	-9	i	-1	-4	-0.4
O=C(Nc1nc2ccc(F)cc2s1)C1CCN(S(=O)(=O)c2cc([N+](=O)[O-])ccc2Cl)CC1	4	27	55*	0.1	-0.8	35*	i	2	1	3.1
COc1ccc(-n2nc(C(=O)NCc3ccco3)c3c4ccccc4n(C)c3c2=O)cc1	1	0	-7	0.0	0.3	-3	i	1	-2	0.4
Cc1cc(C)n(CC(=O)Nc2ccccc2)n1	7	2	-1	0.2	1.1	0	i	-3	0	-1.2
N#C/C(=C\c1ccc(-c2ccc(Br)cc2)o1)C(=O)NCCc1c[nH]c2ccccc12	6	-13	-9	-0.1	0.6	22	i	-1	1	2.9
COc1ccc(/C=N/NC(=O)c2cc(-c3ccccc3OC(C)C)nc3ccccc23)cc1CN1CCOCC1	4	-4	-2	-1.6	0.7	-2	i	5	-5	0.3
COc1ccc(C#Cc2cccc(-c3nc(C(=O)NCCCN4CCOCC4)cc4c3[C@H](CCO)N(S(=O)C(C)(C)C)C4)c2)cc1OC (some centres undefined)	0	-14	.	-0.1	0.1	-12	i	0	6	0.0
CS(=O)(=O)c1ccc(Cl)c(NC(=O)COC(=O)c2cccc(S(=O)(=O)N3CCCCC3)c2)c1	-2	2	-5	0.2	-1.0	-1	i	2	0	0.8
O=C(Cc1ccccc1)N/N=C/c1cc2c(cc1Cl)OCO2	2	0	0	-0.7	1.2	4	i	2	-6	2.2
CC(C)(C)c1ccc(NC(=O)C2=CC=CN3CCS(=O)(=O)N=C23)cc1	0	-2	-7	-0.2	0.7	4	i	0	-8	0.7
CCOc1ccc(C(=O)OCC(=O)N2CC(C)OC(C)C2)cc1OCC (centres undefined)	2	-1	-7	0.3	-0.9	-4	i	-4	-1	-0.7
CC(/C=C/c1ccco1)=N\NC(=O)CNc1cccc(C)c1	-3	1	1	-0.6	-0.7	-9	i	-4	5	2.4
CN1CCc2c(sc3c2c(=O)n(-c2ccccc2)c2n[nH]c(=S)n32)C1	-5	1	8	-0.7	0.1	8	i	-1	-5	-1.2
CC(OC(=O)c1cccc(-n2cnnn2)c1)C(=O)Nc1ccc(F)c(F)c1F (centres undefined)	5	-3	-7	-0.5	0.1	-2	i	-2	-4	-0.3
O=C(C(=O)N(C1CCCCC1)C1CCCCC1)c1ccccc1	3	.	.	-0.8	0.0	.	.	.	5	1.1
CC(=O)Nc1c(O)nc(SCc2ccc(Cl)cc2)[nH]c1=O	2	-5	-2	0.1	0.2	-3	i	-4	5	-0.9
CCCN(C(=O)c1ccccc1N)c1c(C)n(C)n(-c2ccccc2)c1=O	0	7	-1	-0.5	0.8	-2	i	-1	-1	-1.9
Cc1ccc(-c2noc(CN(C(=O)c3cccc(Br)c3)C(C)C)n2)cc1	-1	0	-19	-0.5	-0.3	-6	i	1	1	4.3
CCOC(=O)C(C)Oc1c(Br)cc(C2NC(=O)NC(C)=C2C(C)=O)cc1OCC (centres undefined)	-3	0	-3	-0.6	-0.7	2	i	5	-2	-2.1
CCCn1c(=N)n(CC(O)COc2cccc(C)c2)c2ccccc21 (centres undefined)	-1	2	-2	-0.2	-0.2	-3	i	4	-4	1.1
CC(C(=O)N=c1sc2ccccc2n1C)N1C(=O)C2CC=CCC2C1=O (centres undefined)	-1	-2	-7	-0.4	1.2	13	i	0	-1	-0.8
COc1ccc(CNC(=O)C(C)OC(=O)c2cccn2C)cc1 (centres undefined)	6	-1	3	-0.5	1.4	0	+	3	2	-1.2
CCN1CCN(CCNC(=O)CSCc2nc(-c3ccc(OC)c(OC)c3)oc2C)CC1	-2	0	0	-0.5	-0.3	1	i	0	3	0.0
SMILES	CSN inh	DNMT1 inh	Scp1 inh	Tb MetRS inh	MsrA inh	NadD inh	Rpn11 block	STEP block	SUMO1 PPI mod	LMPTP inh
Cc1ccc(/C=N/N=C2/NC(=O)CS2)o1	4	4	-7	-0.4	5.5*	-4	i	2	0	-2.2
O=C1CCC([N+](=O)[O-])C(c2cc3c(cc2Br)OCO3)N1 (centres undefined)	-8	8	4	-0.5	-0.4	2	i	-2	1	-1.2
Cc1ccccc1-c1cc(-c2ccccc2O)on1	-2	1	-18	-1.7	-1.3	1	i	0	-1	1.2
CC1CCCC(C)N1CCCNC(=O)Cn1c(=O)c2cccn2c2cccnc21 (centres undefined)	-2	-3	30	-0.1	0.5	-1	i	-2	0	0.5
O=C(NCCN1C(=O)S/C(=C\c2ccc(Cl)cc2)C1=O)c1ccc(F)c(S(=O)(=O)N2CCOCC2)c1	-3	-10	5	0.1	-0.8	1	i	12	-6	2.5
CC(C)N1CCN(Cc2ccc3nsnc3c2)CC1CCO (centres undefined)	1	-1	-2	0.9	0.1	-1	i	-2	-31	0.8
COc1ccc(CCN2C(=O)CCC3=C2CCC3=O)cc1OC	-4	9	.	-0.2	.	2	i	0	-5	-0.3
O=C(CN1CCC(NC(=O)C2CC2)CC1)Nc1ccccc1[N+](=O)[O-]	4	0	-3	0.6	2.2	3	i	0	-31	-0.4
COc1ccc(NC(=O)CSc2nc3c(c(=O)n2-c2ccc(C)cc2)SCC3)c(OC)c1	0	-1	-8	-0.3	-0.1	1	i	2	-15	-0.2
O=c1c2c3c(sc2nc(NCCO)n1Cc1ccco1)CCCCC3	2	-3	-7	-0.4	2.2	-5	i	-1	-1	0.1
NS(=O)(=O)c1ccc(NC(=O)CSc2nnc(-c3cnccn3)n2-c2ccccc2)cc1	-5	-1	0	-0.5	0.2	-1	i	1	-1	-1.8
CC(=O)OC(C#CCN1CCOCC1)c1ccccc1 (centres undefined)	3	-1	-7	-0.2	-0.7	8	i	3	-1	0.0
COc1ccc(N2CC(C(=O)Nc3ccc([N+](=O)[O-])cc3Br)CC2=O)cc1 (centres undefined)	2	0	-5	-0.8	-0.2	-7	i	-2	-17	-1.0
O=C(NCc1ccccc1)C(c1ccccc1F)n1c(=O)c(-c2ccco2)nc2ccccc21 (centres undefined)	17	.	.	-0.2	-0.3	.	.	.	-12	5.0
CCC(C)Sc1ccc([C@H]2N[C@@](CC(C)C)(C(=O)OC)[C@H]3C(=O)N(C)C(=O)[C@@H]23)cc1 (some centres undefined)	-5	3	0	-0.3	-0.7	2	i	1	3	2.1
CCOC(=O)c1c(C)[nH]c(NC(=O)NNC(=O)c2ccc(OC)cc2)c1C	-1	-2	-1	-0.5	1.2	3	i	-3	-1	-0.5
CC(=O)Nc1ccc(C(=O)N2CCCC(c3cc(C(=O)NCc4ccc(F)cc4)no3)C2)cc1 (centres undefined)	1	5	.	-0.2	-0.3	5	i	0	-1	0.1
CCOc1ccc(C(=O)N/N=C(\c2ccccc2)c2ccccn2)cc1	-6	-1	-5	-0.3	1.0	-11	i	-1	-6	0.2
Cc1ccn2c(CNCCn3nc(C)cc3C)c(C(=O)N3CCCCCC3)nc2c1	-8	4	-10	-0.5	0.2	-4	i	-1	6	-0.6
O=C(O)CSc1ncnc2sc(-c3ccccc3)cc12	6	-1	0	-0.8	2.5	-3	i	-3	-12	-0.1
CCCn1c(C2CCCN2c2nc(-c3ccc(C)cc3)cs2)nc2cc(Cl)c(N3CCCCC3)cc21 (centres undefined)	7	4	-3	-0.3	-0.3	7	i	3	-1	7.0
O=C(Nc1ccc2c(c1)OCCO2)C1CCN(S(=O)(=O)c2cccs2)CC1	-4	-9	-11	-0.6	0.8	-5	i	-1	5	-0.9
Cc1cc(NCc2ccccc2)n2ncnc2n1	-8	-3	-1	-1.1	-0.1	-8	i	-3	-2	-1.5
Cc1ccc(C(=O)CSc2nnc(CNc3nc(-c4ccccc4)cs3)n2C)cc1	-5	-12	-4	-1.1	0.4	11	i	-2	-11	2.8
CC(NC(=O)c1ccccc1Cl)C(=O)OCc1cn2cc(Cl)ccc2n1 (centres undefined)	3	7	-13	0.0	3.1	-5	i	-3	-2	-1.2

Full records as entered above. Order of screens: CSN inh | DNMT1 inh | Scp1 inh | Tb MetRS inh | MsrA inh | NadD inh | Rpn11 block | STEP block | SUMO1 PPI mod | LMPTP inh
CCOC(=O)c1c(C)[nH]c(NC(=O)NNC(=O)c2ccc(OC)cc2)c1C reads -1 | -2 | -1 | -0.5 | 1.2 | 3 | i | -3 | -1 | -0.5
O=C1CCC([N+](=O)[O-])C(c2cc3c(cc2Br)OCO3)N1 (centres undefined) reads -8 | 8 | 4 | -0.5 | -0.4 | 2 | i | -2 | 1 | -1.2
CCOc1ccc(C(=O)N/N=C(\c2ccccc2)c2ccccn2)cc1 reads -6 | -1 | -5 | -0.3 | 1.0 | -11 | i | -1 | -6 | 0.2
O=c1c2c3c(sc2nc(NCCO)n1Cc1ccco1)CCCCC3 reads 2 | -3 | -7 | -0.4 | 2.2 | -5 | i | -1 | -1 | 0.1
Cc1ccccc1-c1cc(-c2ccccc2O)on1 reads -2 | 1 | -18 | -1.7 | -1.3 | 1 | i | 0 | -1 | 1.2

(further entries)
SMILES	CSN inh	DNMT1 inh	Scp1 inh	Tb MetRS inh	MsrA inh	NadD inh	Rpn11 block	STEP block	SUMO1 PPI mod	LMPTP inh
CCC/C(O)=C1\C(=O)CCCC1=NCCc1c(C)[nH]c2ccc(C)cc12	2	-2	-2	-0.2	-0.8	-1	i	-1	-3	0.8
CCOC(=O)C1CCN(c2ncnc3c(C)csc23)CC1	0	1	8	-0.1	-0.9	0	i	3	-2	-0.8
CC(C)c1c(C(=O)N/N=C/c2cccc3ccccc23)nnn1-c1nonc1N	3	-12	-7	-0.1	1.0	3	i	-6	-13	3.9
COc1ccc(CCNC(=O)C(=O)NCc2ccc(Cl)cc2)cc1OC	-13	1	-9	-0.3	0.3	-7	i	7	-1	-1.1
COc1ccc(-n2c(-c3cccc(OC)c3)nc(=S)c3c2CCCC3)cc1	3	8	5	0.1	3.4	2	i	4	-3	20
CCCCc1c(-c2ccccc2OC)ncn1Cc1cccc(-c2ccccc2)c1	9	.	.	-1.4	0.7	10	.	.	14	11

Screening results: PubChem BioAssay, several laboratories
